Akt phos inh = HTS Assay for Inhibitors of Akt Phophorylation: Primary Screen; Neuro2A IGF-stimulated pAkt S473 HTRF, 20 min; stronger effect = lower value; activity change, % for hits at 50 µM; 360,000 compounds, 0.32% hits; AID 651550, 2012; in the data active = activity change below about -80%; inconclusive = mostly about -51% to -80%; note: % is set by controls: 0 for no effect and ±100 for the full control effect
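Neuro2A cells (4,500/well, DMEM with 0.5% FBS) were treated with compound at a single 50 µM final concentration, stimulated with 6 nM IGF for 20 min at 37 °C, and lysed. Phospho-Akt Ser473 was read by HTRF as 665/615 ratio ×10^4.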
TDP-43 yeast inh = qHTS of TDP-43 Inhibitors; TDP-43 expressing yeast growth rescue, BacTiter-Glo, 24 h; Potency, µM (highest dose often 46.1 µM), for inactives: top-dose growth rescue (activation), usual class: activators; 410,000 compounds, 1.8% hits; AID 652104, 2013; note: potency is the fitted concentration of half-maximal effect; % of control where 0% means no effect; nearly all actives have a fitted effect of over 50% in size
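Yeast cells expressing TDP-43 under galactose induction are exposed to compounds for 24 hr at 30 deg C. BacTiter-Glo luminescence measures growth, so protective compounds score as activators.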
aSyn yeast inh = qHTS of alpha-syn Inhibitors; Yeast expressing alpha-synuclein, growth rescue, BacTiter-Glo, 24 h; Potency, µM (titrated, usually from 46.1 µM), for the others: at the top dose growth rescue (activation), actives largely listed as activators; 370,000 compounds, 0.14% hits; note: potency is the fitted concentration of half-maximal effect; % of control where 0% means no effect; nearly all actives have a fitted effect of over 65% in size
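Galactose-induced alpha-syn yeast (OD600=0.02, raffinose-pregrown) + pinned cpd, 24 hr, 30 deg C; growth by BacTiter-Glo luminescence. Growth restoration scores as activation.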
GLP-1R inv ag = qHTS of GLP-1 Receptor Inverse Agonists (Inhibition Mode) | Glucagon-like peptide 1 receptor (Homo sapiens), P43220 | HEK293 GLP-1R CRE-luciferase, luminescence, 24 h; GLP-1R form is constitutively active | Potency, µM (top dose mostly 38.3 µM), inactives show at the highest dose activity change, negative = inhibition, actives largely listed as inhibitors | 410,000 compounds, 1.6% hits; note: potency is the fitted concentration of half-maximal effect; % is set by controls: 0 for no effect and ±100 for the full control effect; nearly all actives have a fitted effect of over 55% in size
Target sequence (P43220 whole entry, looked up): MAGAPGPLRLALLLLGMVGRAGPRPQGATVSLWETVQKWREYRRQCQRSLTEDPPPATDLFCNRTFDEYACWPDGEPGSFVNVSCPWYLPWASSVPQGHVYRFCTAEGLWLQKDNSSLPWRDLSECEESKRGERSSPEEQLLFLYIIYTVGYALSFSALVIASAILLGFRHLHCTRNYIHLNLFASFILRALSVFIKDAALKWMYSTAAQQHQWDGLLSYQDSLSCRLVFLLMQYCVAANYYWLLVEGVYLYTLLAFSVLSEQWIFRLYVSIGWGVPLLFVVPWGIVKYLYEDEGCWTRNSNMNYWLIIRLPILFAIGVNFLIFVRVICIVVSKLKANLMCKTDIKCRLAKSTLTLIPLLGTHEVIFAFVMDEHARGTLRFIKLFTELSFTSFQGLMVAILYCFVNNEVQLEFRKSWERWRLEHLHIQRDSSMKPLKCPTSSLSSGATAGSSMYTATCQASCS
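Inverse agonists were sought by their lowering of basal cAMP reporter luciferase output in HEK293 cells stably carrying constitutively active human GLP-1R, after 24 h compound treatment.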
PTHR1 ag = qHTS for PTHR1 Agonists: Primary Screen; Parathyroid hormone/parathyroid hormone-related peptide receptor (Homo sapiens), Q03431; HEK293 GP2 PTHR1 cells, GloSensor cAMP luminescence, 1 h; Potency, µM (highest dose often 115 µM), inactives show at the highest dose activation, actives largely listed as activators; 410,000 compounds, 0.075% hits; note: potency is the fitted concentration of half-maximal effect; nearly all actives have a fitted effect of over 55% in size; some results filed as inactive show a strong effect at the top dose; inactives centre near -15; many of its hits are not listed in these tables
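HEK-293-derived GP2 cells expressing PTHR1 and a GloSensor cAMP reporter, 3,000/well, plated overnight, given luciferin plus IBMX (each 0.5 mM as added) for 1 h at 37 °C, then compound for 1 h at 37 °C. Luminescence was read after 15 min at room temperature.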
FUS suppressor = qHTS for Suppressors of FUS Proteinopathy: Primary screen using FUS-linked yeast assay; 390,000 compounds, 0.24% hits; S. cerevisiae FUS-expressing, growth rescue, OD600, 24 h; AID 1347120, 2019; Potency, µM (series often up to 76.6 µM), inactives show at the highest dose growth rescue (activation), most hits filed as activators;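 note: potency is the fitted concentration of half-maximal effect; plate controls were DMSO vehicle for no effect and reference control for full effect; nearly all actives have a fitted effect of over 55% in size; some results filed as inactive show a strong effect at the top dose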
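S. cerevisiae expressing FUS from galactose induction served as the toxicity model. Growth after 24hr at 30C, read as absorbance at 600 nm, indicates suppression of toxicity; compounds dosed at several concentrations.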
D3 antag = qHTS of D3 Dopamine Receptor Antagonist: qHTS. D3R cells, DiscoveRx beta-arrestin luminescence, antagonist mode; stronger effect = lower value. max response, negative = inhibition, %. 360,000 compounds, 2.5% hits; in the data active = max response below about -50%; inconclusive = no clear call, values can overlap the other calls; note: % is set by controls: 0 for no effect and ±100 for the full control effect; mostly tested at two doses, the higher about 12 µM
Target sequence (P35462 whole entry, looked up): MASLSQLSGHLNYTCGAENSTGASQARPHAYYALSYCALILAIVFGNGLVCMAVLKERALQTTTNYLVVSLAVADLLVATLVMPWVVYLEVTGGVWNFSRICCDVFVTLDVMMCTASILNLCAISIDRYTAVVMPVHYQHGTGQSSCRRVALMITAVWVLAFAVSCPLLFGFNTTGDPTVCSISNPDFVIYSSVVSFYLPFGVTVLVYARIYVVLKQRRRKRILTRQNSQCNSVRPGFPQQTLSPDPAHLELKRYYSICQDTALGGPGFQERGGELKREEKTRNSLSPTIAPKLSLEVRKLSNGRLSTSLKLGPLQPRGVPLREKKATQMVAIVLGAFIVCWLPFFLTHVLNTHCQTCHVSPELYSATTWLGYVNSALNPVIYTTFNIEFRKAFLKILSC
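Cells plated overnight at 1500 cells/well, then exposed to library compounds with dopamine controls for 90 minutes at 37 degrees C. DiscoveRx reagent added for 30–60 minutes at room temperature; luminescence read, quantitative HTS format.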
GLP1R ag = qHTS of GLP-1 Receptor Agonists; HEK293 GLP-1R CRE-luciferase, luminescence, 4-6 h; cells express a hypersensitive GLP-1R form; 380,000 compounds, 0.007% hits; Potency, µM (titrated, usually from 45.6 µM), for inactives: at the highest dose activation, most hits filed as activators; Glucagon-like peptide 1 receptor (Homo sapiens), P43220; note: potency is the fitted concentration of half-maximal effect; % of control where 0% means no effect
Abeta yeast res = qHTS for compounds that reverse cellular toxicity of Amyloid beta (A-beta) peptide in yeast: Primary Screen; Potency, µM (doses to about 46.1 µM), for inactives: at the top dose growth rescue, actives largely listed as activators; yeast expressing A-beta42, growth rescue, OD600, 48 h; response scale: 0% DMSO, 100% iron-clioquinol control; 410,000 compounds, 0.063% hits; note: potency is the fitted concentration of half-maximal effect; nearly all actives have a fitted effect of over 55% in size
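Yeast A-beta toxicity model in growth medium with pinned compounds, 48 h at 30 C; growth read as absorbance at 600 nm. Normalized to FeCl3/clioquinol equimolar mix (positive) and DMSO (negative).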
Active calls of the source: *; i = inactive; u = inconclusive; x = no result given; [ ] = another dose, or the depositor's remark. Unless noted, calls come from the whole dose curve; as a rule, active = well fitted curve in the direction sought with a large enough effect; inconclusive = small, poorly fitted or top-dose-only effect, or another doubt; inactive = no such curve, though single readings can be large; an effect the other way counts as inactive or inconclusive.

Second line of a record: Akt phos inh | TDP-43 yeast inh | aSyn yeast inh | GLP-1R inv ag | PTHR1 ag | FUS suppressor | D3 antag | GLP1R ag | Abeta yeast res
O=C(O)C1=C[C@@H](c2ccc3c(c2)OCO3)C[C@@H](OCc2ccc(CO)cc2)O1
 : i | 10.2% | 1.2% | 4.5% | -10.6% | -19.6% | 18.2 | -3.6% | 2.5%
O=C(NNC(=O)c1ccc(Cl)c(S(=O)(=O)Nc2ccc(Cl)cc2)c1)c1ccc(=O)[nH]c1
 : i | 17.4% | 9.9% | 2.3% | i | 31.3% | -8.0 | -12.1% | 0.3%
CCc1nc2c(OCc3cc(Cl)cc(Cl)c3)cccn2c1N(C)C(=O)c1ccc(OC)cc1
 : i | u | 17.7% | u | -6.3% | u | -62.9* | 12.8% | 16.6%
CN(c1ccccc1)S(=O)(=O)c1ccc(NC(=O)c2ccco2)cc1
 : i | 6.9% | 2.5% | u | -9.8% | 2.4% | 3.0 | 18.9% | -2.2%
COc1ccc(/C=N/NC(=O)c2ccc(CSc3nc(C)cc(C)n3)cc2)cc1O
 : i | -5.7% | -3.9% | -13.4% | -15.1% | u | -1.6 | 5.7% | 20.5%
O=C(CNC(=O)c1ccc(Br)cc1)NC1=NCCS1
 : i | -0.9% | -7.4% | 8.9% | i | 17.2% | -13.6 | 4.9% | -4.8%
CCOc1ccc(/C=N/NC(=O)c2ccc(O)cc2)cc1CN1CC2CC(C1)c1cccc(=O)n1C2 (stereo unspecified)
 : i | 22.0% | 23.4% | 15.6% | -31.2%[inhibitor] | -14.7% | 11.8 | 18.7% | -11.6%
CC1(C)OC(=O)C2=C(C[C@@H](C3CCCCC3)O[C@@H]2c2ccc(F)cc2)O1
 : i | -2.1% | -12.2% | u | 12.1% | 3.4% | -17.0 | -1.3% | -31.4%
O=C(NC1CC1)c1cccc(NC(=O)C2CCCCC2)c1
 : i | 18.4% | 2.5% | 14.5% | i | -26.3% | 30.9 | 17.6% | 0.9%
COc1cc(Cl)cc(/C=N/NC(N)=O)c1O
 : i | -3.0%[9.22 µM] | 0.3% | 3.9%[7.66 µM] | i | 24.6% | u | 9.5% | -11.2%
CCCOc1ccc(N2C(=O)CC(N(CCc3ccc(OC)c(OC)c3)C(=O)c3ccccc3)C2=O)cc1 (stereo unspecified)
 : i | 1.3% | 6.3% | 5.7% | i | u | 31.8 | 10.8% | 2.8%
COc1ccccc1-n1c(-c2ccccc2)n[nH]c1=S
 : i | 7.0% | -4.9% | -33.7% | i | 3.9% | -12.3 | 5.2% | -2.2%
CN(C)C(=O)N1CCCC(C(=O)NCCc2ccccc2)C1 (stereo unspecified)
 : i | -19.3% | -9.8% | 5.4% | -30.0%[inhibitor] | 15.2% | 13.6 | -7.5% | -0.6%
Cc1ccc(S(=O)(=O)Nc2c(C(=O)O)[nH]c3ccccc23)c(C)c1
 : i | 12.3% | -0.6% | 0.3% | 6.0% | 5.9% | -2.1 | -5.3% | 13.7%
COc1ccc(C(=O)Nc2ccc3nc(C)c(C)nc3c2)cc1
 : i | 0.0% | 0.4% | 55.9%[activator] | i | -7.9% | 29.0 | 14.4% | -1.5%
Cc1cccc(S(=O)(=O)Nc2ccc(-c3cn4ccccc4n3)cc2)c1
 : i | 16.2% | -2.3% | 24.2% | -31.8%[inhibitor] | x | 16.9 | 9.4% | -8.3%
Nc1nc(Cn2nnc(-c3ccccc3Cl)n2)nc(N2CCOCC2)n1
 : i | 14.4% | 0.0% | 90.8%[activator] | i | 11.1% | 22.9 | u | 5.9%
Cc1cccc(C)c1NC(=O)CN1CCN(C(=O)CNC(=O)c2ccc(N3CCCC3=O)cc2)CC1
 : i | 20.4% | 1.6% | -10.3% | -9.2% | -15.8% | -7.8 | -0.7% | 5.8%
Cc1ccc2c(O)c(Cc3ccccc3)c(=O)[nH]c2n1
 : i | x | 7.4% | 2.6% | i | 17.4% | 0.0 | -3.5% | 6.8%
O=C1NC[C@H](CCCCN2C[C@H](Cc3ccc(O)cc3)N(CCc3ccc(O)cc3)C(=O)C2=O)N(Cc2ccccc2)C1=O
 : i | -0.5% | -1.1% | 24.5% | 21.4% | 13.1% | 0.0 | -2.9% | -9.6%

Given in markdown: 3 of the compounds above.
| smiles | Akt phos inh | TDP-43 yeast inh | aSyn yeast inh | GLP-1R inv ag | PTHR1 ag | FUS suppressor | D3 antag | GLP1R ag | Abeta yeast res |
| --- | --- | --- | --- | --- | --- | --- | --- | --- | --- |
| COc1ccccc1-n1c(-c2ccccc2)n[nH]c1=S | i | 7.0% | -4.9% | -33.7% | i | 3.9% | -12.3 | 5.2% | -2.2% |
| CCCOc1ccc(N2C(=O)CC(N(CCc3ccc(OC)c(OC)c3)C(=O)c3ccccc3)C2=O)cc1 (stereo unspecified) | i | 1.3% | 6.3% | 5.7% | i | u | 31.8 | 10.8% | 2.8% |
| COc1ccc(C(=O)Nc2ccc3nc(C)c(C)nc3c2)cc1 | i | 0.0% | 0.4% | 55.9%[activator] | i | -7.9% | 29.0 | 14.4% | -1.5% |

(more compounds)
Second line of a record: Akt phos inh | TDP-43 yeast inh | aSyn yeast inh | GLP-1R inv ag | PTHR1 ag | FUS suppressor | D3 antag | GLP1R ag | Abeta yeast res
CCc1ccccc1Nc1nc(N)nc(COC(=O)CCS(=O)(=O)c2ccccc2)n1
 : i | u | -1.9% | -10.9% | i | 19.5% | 2.4 | 3.7% | -5.6%
O=C(COC(=O)COc1cccc(C(F)(F)F)c1)NC1CCCC1
 : i | 0.7% | -6.0% | 12.8% | i | 11.9% | -0.2 | -9.4% | 6.6%
O=C(Nc1cccc(O)c1)c1cc(-c2cccs2)on1
 : i | -4.4% | -8.0% | u | -34.2% | 11.9% | 7.1 | -0.8% | -26.5%
O=C(O)c1ccc(/C=C2\SC(=S)N(NC(=O)c3ccccc3)C2=O)cc1
 : i | 18.6% | 0.0% | 1.2% | -46.0%[inhibitor] | -21.7% | 5.9 | -4.2% | -3.1%
CC(C)(C)NC(=O)C(c1ccncc1)N(C(=O)CNC(=O)c1ccco1)c1ccc(F)cc1 (stereo unspecified)
 : i | 8.2% | 0.9% | 4.1% | -18.2% | 10.5% | 14.2 | -0.4% | 0.9%
c1ccc(-c2nc(-c3cccs3)[nH]c2-c2ccccc2)cc1
 : i | 0.5% | 0.5% | 2.3% | i | 17.3% | -11.0 | -14.3% | 15.1%
Cc1cc(C)n2nc(SCC(=O)Nc3c(C)nn(-c4ccccc4)c3C)nc2n1
 : i | -7.8% | 0.6% | 29.9% | 3.4%[57.5 µM] | 34.8% | 0.8 | -1.5% | -7.8%
CC(C(N)=O)N1C(=O)c2cccc3cccc1c23 (stereo unspecified)
 : i | -24.3% | 0.2% | 17.4% | -17.2%[57.5 µM] | 13.9% | 19.3 | -5.2% | -11.0%
COc1ccc2c(c1)CCc1sc(NC(=O)c3ccc(C)cc3)nc1-2
 : i | -10.2% | -7.8% | -19.5% | -5.0%[57.5 µM] | 13.5% | -10.4 | -3.0% | -6.3%
C=C(C)COc1ccc2c(CC)cc(=O)oc2c1C
 : i | -8.2% | 2.9% | 16.8% | -11.5% | x | -10.9 | u | -2.6%
N#CCSC1=Nc2ccccc2C2=NC(CCC(=O)N3CCN(c4ccccc4)CC3)C(=O)N12 (stereo unspecified)
 : i | -3.9% | -1.0% | -24.4% | -5.3%[57.5 µM] | u | 3.6 | -5.1% | -9.0%
Cc1cccc(NC(=O)NCCOCCn2c(=O)oc3ccccc32)c1C
 : x | 7.0% | x | 0.6% | i | 24.9% | x | x | -15.5%
CCOc1ccc(-c2csc(NC(=O)CSC3=NC(=O)CN3C(C)=O)n2)c2ccccc12
 : i | -13.8% | -8.7% | 21.6% | 0.0% | 18.6% | -13.0 | 1.6% | -17.7%
Cc1ccc(-n2nnnc2SCC(=O)c2c(N)n(C3CC3)c(=O)[nH]c2=O)cc1C
 : i | 11.9% | -4.1% | 4.7% | i | -20.6% | 14.4 | 7.4% | -12.4%
COc1ccc(S(=O)(=O)N(CC(=O)NCc2ccco2)c2ccccc2)cc1
 : i | 2.6% | 1.2% | -3.0% | -8.0%[57.5 µM] | -0.2% | 1.1 | 5.7% | 14.0%
Cc1nn(-c2ccccc2)c2c1C1(C(=O)N(C(C)C)c3ccccc31)C(C#N)=C(N)O2 (stereo unspecified)
 : x | 7.4% | 20.2% | 18.4% | -5.4%[57.5 µM] | 37.2% | 21.2 | -1.5% | 11.0%
c1ccn2c(SCc3ccc4c(c3)OCO4)nnc2c1
 : i | 16.8% | 4.8% | -6.2% | -11.2%[57.5 µM] | 8.9% | 12.6 | 18.6% | 2.2%
CCOc1ccccc1NC(=O)CSc1ccc2nnc(CCNS(=O)(=O)c3ccccc3)n2n1
 : x | 4.0% | x | 29.8% | 22.7% | 41.3% | x | x | -13.5%
CC(=O)N1CCc2cc(S(=O)(=O)NCCC(=O)NC3CCN(Cc4ccccc4)CC3)ccc21
 : i | -18.3% | 0.7% | 4.3% | i | 22.6% | -26.9 | -6.3% | -15.2%
CCOC(=O)C1=CC[C@@H](c2ccco2)N(S(=O)(=O)c2ccc(C)cc2)[C@H]1C(=O)OCC
 : i | 24.5% | 3.8% | -2.0% | -12.4% | 7.5% | 37.9 | -1.2% | 10.4%

Screens deposited in PubChem by National Center for Advancing Translational Sciences (NCATS).

Some of the compounds tested, so the mix of outcomes need not match the whole.
